Assay outcomes (PubChem)
SIRT5 inh = SIRT5 desuccinylase inhibitors, primary screen, biochemical, fluorescence imaging, single point, set 5; NAD-dependent protein deacylase sirtuin-5, mitochondrial (Homo sapiens), Q9NXA8; Purified SirT5, succinyl-peptide AMC, trypsin-coupled fluorescence; inhibition, % at 15 µM; 1.1% of 330,000 active; AID 652115, 2013; in the data active = inhibition above about 15%; inconclusive = no clear call, values can overlap the other calls
Target sequence (Q9NXA8 whole entry, looked up): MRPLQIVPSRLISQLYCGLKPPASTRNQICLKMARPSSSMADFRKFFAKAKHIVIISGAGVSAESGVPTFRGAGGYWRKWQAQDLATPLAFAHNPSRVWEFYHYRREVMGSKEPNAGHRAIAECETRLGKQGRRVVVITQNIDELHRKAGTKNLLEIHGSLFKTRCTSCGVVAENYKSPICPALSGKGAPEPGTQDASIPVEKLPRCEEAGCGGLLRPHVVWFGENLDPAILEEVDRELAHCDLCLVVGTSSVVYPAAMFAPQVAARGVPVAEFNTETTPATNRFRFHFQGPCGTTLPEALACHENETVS
miR-122 sensor = miR-122 Renilla sensor signal increase in Huh7, primary screen, miR-122 inhibitor project, cell-based, single point, plate reader; Huh7 miR-122 Renilla luciferase sensor, 48 h; neutral wells = 0, positive control = 100; activation (reporter increase), % at 12.5 µM; 0.3% of 340,000 active;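 active = mean replicate activation score at least 90 and every replicate individually at or above 90; inconclusive = only one of the two criteria met; inactive = neither criterion met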;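 also: higher luciferase means less miR-122 activity so hits act as miR-122 inhibitors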
esBAF inh = Bmi1 luciferase reporter increase in mESCs, primary screen, esBAF inhibitor project, mouse ES cells, Bmi1 luciferase knock-in, single point. reporter increase, % at 12.5 µM. 2% of 350,000 active. 24 h; 100% = twice the neutral-well signal; in the data active = activation above about 40%; inconclusive = no clear call, values can overlap the other calls;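 also: 0% = median of the plate's neutral control wells and 100% = double that signal; a rise in the Bmi1 reporter signal indicates esBAF inhibition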
ARNT TACC3 PPI = disruptors of ARNT/TACC3 protein interaction, primary screen, biochemical, AlphaScreen, single concentration | inhibition, % at 9.99 µM | 0.66% of 390,000 active | AlphaScreen His-ARNT PAS-B/GST-TACC3 binding, luminescence; TACC3 fragment carries E629A point mutation;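 active = mean inhibition of replicates at least 50% and at least half of replicates each reaching 50%; inconclusive = half or more replicates reach 50% but mean below 50%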;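 also: 0% = complete ARNT plus TACC3 wells and 100% = ARNT alone without TACC3; many hits fall short of the cut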
Statin myotox sup = suppressors of statin myotoxicity in C2C12 myotubes, primary screen, cell-based, single point, plate reader; C2C12 myotubes + simvastatin, ATP luminescence, 48 h; scaled: DMSO 0, geranylgeraniol control 100; rescue of ATP level, % at 7.49 µM; 0.78% of 330,000 active; AID 602340, 2012;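 active = mean ATP rescue above about 67%, or every replicate alone reaching that limit, limit read from the data, passing the limit was not always enough; inconclusive = no clear call, values can overlap the other calls; inactive = mean under the limit and some replicate under it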;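 also: myotubes were challenged with 10 µM simvastatin during compound exposure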
ERp5 inh = inhibitors of ERp5-driven insulin aggregation, primary screen, biochemical, turbidity, absorbance 650 nm, single point. Protein disulfide-isomerase A6 (Homo sapiens), Q15084. 90 min. inhibition, % at 9.99 µM. 0.05% of 350,000 active. AID 651711, 2012;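 active = mean replicate inhibition above about 25%, with every replicate also reaching it, limit read from the data, passing the limit was not always enough; inconclusive = only one of those two criteria met; inactive = neither criterion met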
Target sequence (Q15084 whole entry, looked up): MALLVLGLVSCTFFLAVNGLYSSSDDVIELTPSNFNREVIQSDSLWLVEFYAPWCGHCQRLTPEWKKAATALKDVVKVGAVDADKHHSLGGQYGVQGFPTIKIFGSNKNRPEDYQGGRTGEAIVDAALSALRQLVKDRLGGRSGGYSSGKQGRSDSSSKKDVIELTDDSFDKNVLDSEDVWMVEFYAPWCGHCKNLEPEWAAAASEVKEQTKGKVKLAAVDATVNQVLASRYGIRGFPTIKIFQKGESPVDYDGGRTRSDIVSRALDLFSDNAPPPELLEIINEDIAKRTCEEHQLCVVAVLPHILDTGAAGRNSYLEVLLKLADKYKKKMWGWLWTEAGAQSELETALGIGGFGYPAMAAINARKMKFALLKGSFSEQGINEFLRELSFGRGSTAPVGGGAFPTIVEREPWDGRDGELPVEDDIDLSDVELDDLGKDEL
Cneo AK release = Cryptococcus neoformans cell lysis inducers, primary screen, AK release luminescence, single concentration. C. neoformans lysis, adenylate kinase release luminescence, 4 h; normalised: neutral wells 0, clomiphene wells 100. lysis activity, % at 15 µM. 0.2% of 360,000 active. AID 651654, 2012;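 active = mean lysis activity across replicates of at least 80%, whatever share of replicates individually reach that level; inactive = mean lysis activity below 80%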
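read-out = cell lysis signal | test system = log-phase Cryptococcus neoformans yeast cells | input = cells at 5 × 10^6 per mL | medium = fresh YPD growth medium | signal = luminescent adenylate kinase detection reagent | timing = 4 h at 37 °C static, read 1 h later | dosing = single dose | controls = Clomiphene as positive lysis control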
* marks the source's active call; other numbers are inactive results; ? = inconclusive; . = not tested or not shown; [ ] = remark or other dose.

The first 5 entries as a preview:
SMILES	SIRT5 inh	miR-122 sensor	esBAF inh	ARNT TACC3 PPI	Statin myotox sup	ERp5 inh	Cneo AK release
Cc1ccc(C(=O)N(Nc2nc3ccccc3s2)C(=O)c2ccc(C)cc2)cc1	-2	-3	1	-7	-4	6	8
COc1ccc2cc(C(=O)C3CCCN(C(=O)c4csnn4)C3)ccc2c1 (configuration not stated)	-10	.	.	14	.	2	.
Cc1cc(C)n(CCCNC(=O)COc2ccc([N+](=O)[O-])cc2)n1	-19	3	4	-12	-22	5	1
NNC(=O)c1cc2ccccc2[nH]1	-2	.	.	-3	.	3	.
O=C(O)c1ccccc1S(=O)(=O)Cc1ccccc1	.	3	0	-7	4	.	-4

The listing, from the start:
SMILES	SIRT5 inh	miR-122 sensor	esBAF inh	ARNT TACC3 PPI	Statin myotox sup	ERp5 inh	Cneo AK release
Cc1ccc(C(=O)N(Nc2nc3ccccc3s2)C(=O)c2ccc(C)cc2)cc1	-2	-3	1	-7	-4	6	8
COc1ccc2cc(C(=O)C3CCCN(C(=O)c4csnn4)C3)ccc2c1 (configuration not stated)	-10	.	.	14	.	2	.
Cc1cc(C)n(CCCNC(=O)COc2ccc([N+](=O)[O-])cc2)n1	-19	3	4	-12	-22	5	1
NNC(=O)c1cc2ccccc2[nH]1	-2	.	.	-3	.	3	.
O=C(O)c1ccccc1S(=O)(=O)Cc1ccccc1	.	3	0	-7	4	.	-4
C[C@@H]1CN([C@H](C)CO)C(=O)c2cccc(NC(=O)c3nc4ccccc4s3)c2O[C@H]1CN(C)S(=O)(=O)c1ccccc1	3	0[16.7 µM]	3	16	3	-1	0
O=C(CCOc1ccccc1)N1CCCC(Nc2ccccc2)C1 (configuration not stated)	-1	-5	-3	.	16	-1	-1
Cc1noc(C)c1S(=O)(=O)N(C)C[C@H]1OCc2ccccc2-c2ccccc2C(=O)N([C@@H](C)CO)C[C@H]1C	-6	.	-1	-1	-14	-12	-1
CC(=O)Nc1ccc(C(=O)COC(=O)c2c(C)noc2C)c(F)c1	0	-6	11	-2	-5	-3	-1
O=C(C[C@@H]1CC[C@@H]2[C@H](COC[C@H](O)CN2C(=O)c2ccc3c(c2)OCO3)O1)NC1CCC1	-2	5[16.7 µM]	-1	3	12	-1	-3
Nc1ccc(Nc2nc(-c3cc4ccccc4oc3=O)cs2)cc1	-5	-3	81*	-3	22	3	0
COc1ccc(S(=O)(=O)n2nc(OC(=O)c3ccco3)cc2N)cc1	.	-7	.	-2	.	.	4
COc1cccc(NC(=O)Nc2ccc(C(C)(C)C)cc2)c1	-6	11	57*	-3	-35	-7	.
O=C(Nc1cccnc1)C1Cc2c(-c3ccc4c(c3)OCO4)ccnc2O1 (configuration not stated)	-4	-1	0	.	5	0	-1
COc1ccc(/C=N/NC(=O)c2cc(OC)c(OC)c(OC)c2)cc1CN1CCc2cc(OC)c(OC)cc2C1C (configuration not stated)	-4	.	.	-15	.	?	.
COc1cccc(-c2cnc3c(c2)C(=O)N([C@@H](C)CO)C[C@H](C)[C@H](CN(C)Cc2cccnc2)O3)c1	-4	0[16.7 µM]	3	-1	-1	2	-4
COc1cccc(CN2CCN(Cc3ccc4c(NC(C)=O)cccc4n3)CC2CCO)c1 (configuration not stated)	-1	-1	5	-2	3	6	0
O=C(Nc1ccc(F)cc1)N[C@H]1CC[C@@H](CC(=O)N2CCCCC2)O[C@H]1CO	-1	.	-3	.	2	1	1
O=C(Nc1ccc(Cl)cc1)P(=O)(O)c1ccccc1	0	-5	-7	-1	1	3	1
CNS(=O)(=O)c1cccc(C(=O)OCC(=O)N2CCCC2)c1	-2	-3	5	4	1	5	1
CCOc1c(Cl)cc(CNCc2ccncc2)cc1OC	0	-6	5	-1	6	2	0
COc1ccc(-c2nc3ccccc3c(=O)n2CCOc2ccc(C)cc2C)cc1	.	0	52	3	-6	.	-2
O=C(CCSc1ccccc1)Nc1ncccn1	-1	-7	14	1	22	-1	2
COc1ccccc1NC(=O)CN1CCN(CC(=O)Nc2ccccc2F)CC1	-4	.	.	-2	.	-1	.
Cc1c(C(=O)OCC(=O)NCCN2C(=O)CSC2=O)cccc1[N+](=O)[O-]	-3	.	0	22	3	-2	0
CCCCCn1nc(C(=O)N(CC(C)C)c2c(N)n(CCCC)c(=O)[nH]c2=O)c2ccccc2c1=O	1	1	7	15	-17	-6	-5
Cc1noc(C)c1C(=O)N(C)C[C@@H]1OCc2ccccc2-c2ccccc2C(=O)N([C@@H](C)CO)C[C@H]1C	-1	.	2	5	.	-3	-2
C[C@@H]1CCCCO[C@@H](CN(C)C(=O)C2CCCCC2)[C@@H](C)CN([C@H](C)CO)C(=O)c2cc(NC(=O)Cc3ccccc3)ccc2O1	-3	12[16.7 µM]	-6	-4	7	-2	-1
C=CCn1c(SCC(=O)NCCc2ccccc2)nnc1C1CC1	-5	81	-4	-2	-1	3	2
Cc1cccc(-c2cc3nc(C)cc(=O)n3[nH]2)c1	-3	7	?	.	5	-3	-2
CCCCN(C)C(=O)c1nc2ccccn2c1CN1CCN(C(=O)c2cccs2)CC1	-1	.	.	-11	.	3	.
Cc1cc(C(=O)CSc2nncs2)c(C)n1-c1ccc2c(c1)OCO2	.	-6	80*	3	13	.	-4
CC=Cc1ccc2n(c1=O)C[C@@H]1[C@@H](CO)[C@H](C(=O)Nc3ccc(-c4ccccc4)cc3)[C@H]2N1C (mixture of isomers)	0	4[16.7 µM]	4	6	-14	-4	-1
O=C(Nc1cccc(C(F)(F)F)c1)C1Cc2c(-c3ccccc3Oc3ccccc3)ccnc2O1 (configuration not stated)	-14	-6	2	.	8	0	0
C[C@@H]1CN([C@@H](C)CO)S(=O)(=O)c2ccc(C#CCN(C)C)cc2O[C@@H]1CN(C)Cc1ccncc1	-1	57[16.7 µM]	1	0	-10	-3	9
CCOc1ccc(/C=C2\SC(=S)N(CC(=O)N(CCO)C(C)(C)C)C2=O)cc1	0	.	.	7	.	-2	.
Cc1noc(C)c1NC(=O)N(C)C[C@H]1Oc2ccc(NS(=O)(=O)c3ccc(Cl)cc3)cc2C(=O)N([C@@H](C)CO)C[C@H]1C	2	-9[16.7 µM]	1	-20	-5	16	-1
Cc1cc(NC(=O)CSc2nccn2-c2ccc(F)cc2)no1	.	1	0	6	-3	.	-3
C[C@@H]1CN([C@@H](C)CO)C(=O)c2cc(NC(=O)c3ccncc3)ccc2O[C@@H](C)CCCCO[C@H]1CN(C)S(=O)(=O)c1cccs1	2	13[16.7 µM]	-6	4	.	-6	-5
Cc1ccc(NC(=O)Nc2ccc(Cl)c(Cl)c2)nc1	-6	-8	60*	-30	1	2	1
CSc1nc2nc(C(F)(F)F)cc(-c3ccccc3)n2n1	.	7	-1	0	-6	.	-3
CCOc1ccc(-c2ccc(SC)nn2)cc1	-1	-3	-75	-2	-7	-4	-3
Cc1ccc(-n2c(SCC(=O)N(C)C3CCS(=O)(=O)C3)nc3ccccc3c2=O)cc1 (configuration not stated)	-5	2	.	-13	.	5	.
COc1cccc(C(=O)Nc2cccc3cccnc23)c1OC	.	9	43*	-3	-7	.	-2
CCN1[C@H](C(=O)N2CCN(C)CC2)[C@@H](CO)[C@@H]2Cn3c(ccc(-c4ccccc4)c3=O)[C@@H]21	-1	-1[16.7 µM]	-3	-2	-10	-1	-3
COc1ccc(Cn2c(CO)cnc2SCC(=O)Nc2cccc(NC(C)=O)c2)cc1	1	-6	5	16	-1	4	1
COc1ccc(CN(C)C[C@H]2OCCCC[C@@H](C)Oc3ccc(NC(=O)Nc4ccccc4)cc3C(=O)N([C@@H](C)CO)C[C@@H]2C)cc1	.	3[16.7 µM]	4	-8	.	.	7
CCCc1c(O)c2ccccc2[nH]c1=O	.	-5	7	-10	3	.	0
CCCN1C[C@H](C)[C@@H](OC)CN(C)C(=O)c2cc(NC(=O)NC3CCCCC3)ccc2OC[C@@H]1C	5	4[16.7 µM]	5	8	-10	-1	-4
CCOc1ccccc1NC(=S)N(CCC(C)C)C1CCN(C(C)=O)CC1	19*	0	-3	-4	9	4	0
NC(=S)Nc1ncc(C(F)(F)F)cc1Cl	-3	.	.	2	.	6	.
C[C@H](CO)N1C[C@H](C)[C@@H](CN(C)C(=O)c2cccnc2)Oc2cc(C#CC3CC3)ccc2S1(=O)=O	14	8[16.7 µM]	10	13	-5	3	-1
CCOc1ccc2oc(C(=O)OCC(=O)N3CC(C)OC(C)C3)c(C)c2c1 (configuration not stated)	-7	9	2	.	3	-1	-1
O=C(N/N=C/c1ccccn1)c1ccncc1	6	-1	37	69*	-2	2	0
CCN(CC)c1nc(Nc2ccccc2)nc(Oc2ccc(=O)n(C)n2)n1	.	-1	-5	-2	1	.	-6
C[C@H](CO)N1C[C@H](C)[C@H](CN(C)C(=O)Nc2ccc(C(F)(F)F)cc2)Oc2ccc(NC(=O)NC3CCCCC3)cc2C1=O	-1	-5[16.7 µM]	0	18	-3	-1	-5
COc1ccc(NC(=O)NC2(C(=O)N3CCN4CCCC4C3)CCCCC2)cc1 (configuration not stated)	-4	-2	8	-14	-23	2	-1
CN(C(=O)COC(=O)CNC(=O)c1ccc(C(C)(C)C)cc1)c1c(N)n(Cc2ccccc2)c(=O)[nH]c1=O	-1	.	4	-2	3	-2	-7
O=c1[nH]c2ccc(S(=O)(=O)N3CCCCC3)cc2s1	4	2	-6	-6	-3	-9	-1
CCc1c(N)nc(N)nc1Nc1ccccc1C	.	-5	6	3	-3	1	1
Next structures follow.
SMILES	SIRT5 inh	miR-122 sensor	esBAF inh	ARNT TACC3 PPI	Statin myotox sup	ERp5 inh	Cneo AK release
C[C@H](CO)N1C[C@H](C)[C@@H](CN(C)Cc2ccncc2)Oc2ccc(NC(=O)C3CC3)cc2CC1=O	0	0[16.7 µM]	4	-9	-17	4	-2
S=c1nc(C23CC4CC(CC(C4)C2)C3)[nH][nH]1	8	.	.	-1	.	3	.
CCCCOc1ccc(C(=O)NCCCC(=O)N2CCCCC2)cc1	.	1	0	1	23	.	1
OCC1CCCN(c2nc(CN3CCCCC3)nc3scc(-c4ccccc4)c23)C1 (configuration not stated)	0	.	.	0	.	-1	.
Cc1cccc(-c2noc(CCC(=O)NCC3CCCO3)n2)c1 (configuration not stated)	.	2	10	-10	8	.	-2
CCCNC(=O)Nc1ccc2c(c1)C(=O)N(C)C[C@H](OC)[C@H](C)CN(C(C)=O)[C@H](C)CO2	3	-22[16.7 µM]	1	21	5	-3	2
Cc1ccc2c(c1)C(=O)C(=O)N2CCCOc1ccccc1C	-1	.	.	5	.	2	.
COc1ccc2[nH]c(C)c(C(=O)CN3CCN(C/C=C/c4ccccc4)CC3)c2c1	.	-5	2	10	-7	.	3
CN(C)CCCNC(=O)C[C@H]1CC[C@H]2[C@@H](COC[C@@H](O)CN2CC2CC2)O1	-4	-3[16.7 µM]	-6	-2	0	3	-1
C[C@@H]1CN([C@H](C)CO)C(=O)c2cc(NC(=O)Nc3ccccc3)ccc2O[C@@H]1CN(C)Cc1ccncc1	-2	-7[16.7 µM]	-2	0	-13	-3	-1
CN(CC(=O)NCc1ccccc1)Cc1cccc(F)c1	-2	-4	12	-4	-12	1	6
C#CCO[C@@H]1C[C@H](n2cnc3c(NC(=O)c4ccccc4)ncnc32)O[C@@H]1CO	-1	-7	11	6	-19	-1	-3
COCC(=O)N(C)C[C@@H]1Oc2ncc(-c3ccc(C#N)cc3)cc2C(=O)N([C@H](C)CO)C[C@H]1C	-4	-3[16.7 µM]	5	20	-20	6	-2

Rows were taken by chance; 4% or so of the library scored in one or more.
